# PV pol inh: poliovirus RdRp elongation inhibitors, primary screen, biochemical, fluorescence polarization, total intensity. Genome polyprotein (Poliovirus type 1 (strain Mahoney)), P03300. poliovirus polymerase elongation; active compounds read low. % elongation, % (compound at 16.7 µg/mL). 0.66% of 150,000 active. AID 588519, 2011; in the data active = % elongation below about 90%; note: some results filed as inactive read as strong as hits
# Target sequence (P03300 1749-2209 limits assumed): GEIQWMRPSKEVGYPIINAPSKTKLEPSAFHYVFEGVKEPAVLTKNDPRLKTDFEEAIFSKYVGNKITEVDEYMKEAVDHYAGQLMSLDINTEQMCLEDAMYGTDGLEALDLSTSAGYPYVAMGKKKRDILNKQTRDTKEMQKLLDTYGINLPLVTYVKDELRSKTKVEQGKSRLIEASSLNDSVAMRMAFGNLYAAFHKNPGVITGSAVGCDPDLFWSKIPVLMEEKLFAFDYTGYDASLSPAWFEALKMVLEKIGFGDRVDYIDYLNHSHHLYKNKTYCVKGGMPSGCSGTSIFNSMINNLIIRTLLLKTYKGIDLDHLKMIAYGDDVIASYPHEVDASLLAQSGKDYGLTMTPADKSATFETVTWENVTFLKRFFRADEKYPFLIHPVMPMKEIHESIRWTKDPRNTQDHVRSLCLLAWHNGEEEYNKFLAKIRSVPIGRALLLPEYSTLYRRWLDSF
# PV pol inh FP z-score: also measured in PV pol inh; calls as there; z-score; measured here: FP z-score; hits read low
# An asterisk follows results filed as active; & = joins results of further samples. Only part of the results is shown. The share of hits here may be higher or lower than overall.
# Screens in order: PV pol inh, PV pol inh FP z-score
> CCOc1cc2c(cc1OCC)C1C(C(=O)N3CCCC3)c3ccccc3C(=O)N1CC2 (stereo unspecified)
  101, 0.1
> CCOc1ccccc1C1C(C(=O)Nc2ccccc2)=C(C)Nc2nc(-c3ccccc3)nn21 (stereo unspecified)
  111, 0
> O=C(Nc1ccc(C(F)(F)F)cc1)C1CCC(CNS(=O)(=O)c2cccc3nsnc23)CC1 (stereo unspecified)
  104, -0.4
> Cc1cccc(N2C(=O)NC3CC2(C)Oc2ccccc23)c1 (stereo unspecified)
  101, -0.1
> c1ccc(CCNc2nsc3ccccc23)cc1
  102, -0.1
> Cc1ccc(CNC(=O)C2CCN(S(=O)(=O)c3ccc4[nH]c(=O)ccc4c3)CC2)cc1
  101, -1.5
> COCc1cc(C)nc2sc(C(=O)Nc3ccc(OC(F)(F)F)cc3)c(N)c12
  100, -0.4
> O=C(Nc1ccc(F)cc1F)NN1CCOCC1
  101, 0.4
> Cc1cc(C)nc(NNC(=S)Nc2ccccc2C)n1
  103, 0.3
> CCN1C(=O)c2ccccc2Sc2ccc(NC(=O)Nc3cc(C)cc(C)c3)cc21
  111, 0.7
> O=C(c1ccccc1)c1ccc2nc(N3CCCC3)c3nncn3c2c1
  103, 0.2
> CC(Oc1ccccc1)C(=O)NC1CCSC1=O (stereo unspecified)
  103, 0.3
> CC1CN(c2ccccc2)C(=O)CS1 (stereo unspecified)
  100, -0.5
> O=C(O)c1ccccc1S(=O)(=O)CC(=O)N1CCCCC1
  104, 0.6
> Cc1ccc(-c2n[nH]c(=S)c3ccccc23)cc1S(=O)(=O)N1CCN(C)CC1
  104, 0.8
> O=C(CCNC(=O)c1ccco1)NC1CCCCCC1
  104, 0.3
> Cc1ccc(S(=O)(=O)c2nnn3c2nc(NC2CCCCC2)c2sccc23)cc1
  100, -0.7
> COCCn1c(=S)[nH]c2ccccc2c1=O
  100&103, 0.1&0.2
> Cc1ccc(C)c(Cn2nnc(C(=O)NCc3ccc(Cl)cc3Cl)c2N)c1
  105, -0.1
> CSc1ccc(CNC(=O)c2ccc3c(c2)N(C)C(=O)C2CCCCN32)cc1 (stereo unspecified)
  111, 1.1
> CC1=C(C#N)C(=O)NC(=O)/C1=C\c1ccc(-c2ccccc2)o1
  102, 0.2
> CC(O)CN(N)C1=NS(=O)(=O)c2ccccc21 (stereo unspecified)
  102, 0.1
> CCN1C(=Nc2ccc(O)cc2)SC/C1=C\C(=O)OC
  102, 0.1
> COc1cc2c(cc1OC)C1=C(C#N)CC/C(=N\S(=O)(=O)c3ccccc3)N1CC2
  103, 0.8
> O=C(/C=C/c1ccc2c(c1)OCO2)N1CCN(c2n[nH]c(=O)[nH]c2=O)CC1
  95, -0.7
> Cc1nnc(NC(=O)c2ccccc2)s1
  105, 0.3
> O=C(COC(=O)c1ccc(N2C(=O)c3ccccc3C2=O)cc1)c1ccccc1
  108, 0.6
> COc1ccc(-n2c(C)cc(C(=O)COC(=O)c3nccnc3N)c2C)cc1
  107, 0.7
> Cc1ccc(CNC(=O)CSc2nnc(N3C(=O)c4ccccc4C3=O)s2)cc1
  96, -1
> COc1ccc(C2C(C(=O)N3CCOCC3)=C(C)NC3=C2C(=O)CCC3)cc1Br (stereo unspecified)
  100, -0.1
> CCC(Sc1nc2ccsc2c(=O)n1NC(=O)c1ccccc1)C(=O)Nc1cccc(C)c1 (stereo unspecified)
  99, -1.3
> COc1ccc(CN2CCN(c3ccc(F)cc3)CC2)c2ccccc12
  100, 0
> CSc1nc2nc3c(c(=O)n2[nH]1)CCCC3
  102, 0.1
> Cn1cc(C(=O)OCc2cccc3ccccc23)cn1
  105, 0.2
> NS(=O)(=O)c1ccc(CCNC(=O)C(Sc2ccccc2)c2ccccc2)cc1 (stereo unspecified)
  103, 0
> CCC12CN(C(=O)c3ccc(OC)cc3)CC(CC)(CN(C(=O)c3ccc(OC)cc3)C1)C2=O
  112, 1.4
> CN(C(=O)CSc1nccc(=O)[nH]1)C1CCCCC1
  103, 0.1
> Cn1c(SCc2nc(N)nc(N3CCCc4ccccc43)n2)nnc1-c1ccccc1
  101, -0.2
> Cn1c(O)c(C=Nc2ccccc2)oc1=S
  102, -0.1
> CCc1cccc(NC(=O)Cn2ncc3c([nH]c4ccc(C)cc43)c2=O)c1
  114, 0.8
> COc1ccc(C2Oc3nc(SC)nnc3-c3ccccc3N2C(C)=O)cc1 (stereo unspecified)
  109, -0.4
> Cc1c(Cl)cccc1NC(=O)CN1C(=O)COc2ccc(S(=O)(=O)N3CCCCCC3)cc21
  121, 0.6
> C=CCn1c(SC(C)C(N)=O)nnc1-c1ccc(OC)cc1 (stereo unspecified)
  105, 0.3
> CC1CCCC(C)N1CC(=O)N1CCCc2c1c(=O)oc1ccc(OCc3ccccc3)cc21 (stereo unspecified)
  104, 0.4
> Cc1cccc(CC(=O)N2CC(C)OC(C)C2)c1 (stereo unspecified)
  102, 0.1
> Cc1ccc2onc(CC(=O)N3CCN(c4ccccc4F)CC3)c2c1
  108, 0.4
> CCN(CC)c1ccc(C=NNC(=O)Cn2nnc3ccccc32)c(O)c1
  100, -0.4
> CC(C)c1nc2ccccc2n1Cc1ccccc1Cl
  102, -0.4
> CN(Cc1nnc(-c2ccccc2)o1)C(=O)c1ccc(F)cc1
  101, 0.4
> COc1cc(OC)c(Nc2c3c(nc4nc(-c5cccs5)nn24)CCCC3)cc1Cl
  113, 1.4
> Cc1cc(Cl)n(-c2ccc(F)cc2)n1
  101, 0.1
> CCSc1nnc(CNc2ccc(F)cc2)n1-c1ccc(C)cc1
  99, -0.8
> COc1ccc2cc3c(N)nn(C(=O)c4ccc(OC)c(OC)c4)c3nc2c1
  103, 0
> C=CCn1c(SCc2c(C)noc2C)nc2scc(-c3cccs3)c2c1=O
  103, -0.2
> COc1ccc(NC(=O)C(C(=O)Nc2ccc(OC)cc2)C23CC4CC(CC(C4)C2)C3)cc1
  108, 0.9
> CN(C)CCN1C(=O)c2oc3ccccc3c(=O)c2C1c1cccnc1 (stereo unspecified)
  104, 1.8
> O=C(NC1CCCCC1)O/N=C/c1ccc(F)cc1
  103, 0.2
> CC1CC(C)CN(c2ncnc3c2cnn3-c2ccc(Cl)cc2)C1 (stereo unspecified)
  103, 0.1
> COC(=O)c1ccc(Cn2cc(S(=O)(=O)N3CCCC3)ccc2=O)o1
  99, -0.3
> COc1ccc(/C=C2\SC(=S)N(CC3CCCO3)C2=O)cc1 (stereo unspecified)
  102, 0.2

# Additional entries follow.
SMILES | PV pol inh | PV pol inh FP z-score
CC(C)C(=O)N1C2CCC1CC(O)(c1ccccc1F)C2 (stereo unspecified) | 103 | 0.4
CCOC(=O)c1ccccc1NC(=O)c1ccc(-n2nc(C)cc2C)cc1 | 101 | -0.2
O=C(Nc1ccccc1Br)N(C1=NCCS1)c1ccc(Cl)cc1 | 107 | 0.4
O=C(c1ccccc1)N(Cc1ccco1)c1nc(-c2ccccc2)cs1 | 101 | 0
O=C(N/N=C/C1=C(N2CCOCC2)C(=C\c2ccccc2)/CC1)Nc1ccccc1 | 97 | -0.3
O=C(Nc1ccccc1)Nc1nnc(SCC(=O)N2CCCCC2)s1 | 111 | 1.1
CCOC(=O)c1sc(SC)nc1N | 101 | -0.3
O=C(Nc1cc(Cl)ccc1N1CCOCC1)c1ccc2c(c1)S(=O)(=O)N=C1CCCCCN12 | 102 | -0.2
CCNC(=O)/C(C#N)=C/C1=Cc2ccccc2OC1 | 115 | 2.1
CCOC(=O)c1cc(-c2ccccc2)nn1CCC#N | 102 | 0
Cc1[nH]c2ccccc2c1C | 99 | -0.3
COC(=O)CC1(C)NN=C(c2ccccc2)S1 (stereo unspecified) | 101 | 0.3
Cc1nn(CC(=O)NCc2ccc(F)cc2)c2ccccc12 | 105 | -0.2
COCCN1Cc2cccc(C(=O)NCc3ccccn3)c2C1=O | 101 | -1
CCOc1ccc2c(c1)c(=O)c(S(=O)(=O)c1ccc(Cl)cc1)cn2Cc1ccccc1C | 106 | 0.4
N#CCSc1nc2cc(Cl)ccc2n1Cc1ccccc1 | 111 | 0.8
CC1CCC(NC(=O)CN(C)S(=O)(=O)c2ccc3c(c2)CCC(=O)N3)CC1 (stereo unspecified) | 97 | -2.2
Oc1c(C(c2ccc(C(F)(F)F)cc2)N2CCOCC2)ccc2cccnc12 (stereo unspecified) | 111 | 0.9
CCn1c(CN2CCOCC2)nc2cc(NC(=O)c3ccccc3[N+](=O)[O-])ccc21 | 105 | 0.2
COc1ccc(N2C(=O)NC(=O)C(Cc3ccc(OC)c(OC)c3)C2=O)cc1 (stereo unspecified) | 102 | 0.1
CCN(C(=O)c1cnc2ccc(C)cn2c1=O)c1ccccc1 | 102&100 | -0.7&-0.9
CSc1nc2ccc(NC(=O)C3CC(=O)N(Cc4ccco4)C3)cc2s1 (stereo unspecified) | 97 | -0.7
COc1ccc(C)cc1N(C)C(=O)c1nn(C)c2c1COc1ccccc1-2 | 106 | 0.9
N#Cc1cc2c(=O)n3ccccc3nc2n(CC2CCCO2)c1=O (stereo unspecified) | 101 | -0.4
O=C(Nc1ccc2c(c1)SC1=NCCN12)C(F)(F)F | 100 | -0.8
Cc1oc2cc3oc(=O)c(CCC(=O)N4CCCCC4)c(C)c3cc2c1C | 107 | 0
COc1cccc(C(=O)c2sc(Nc3ccc(F)c(Cl)c3)nc2N)c1 | 104 | -0.5
O=C(NCc1ccc(F)cc1)C1CC(=O)N(c2ccc(F)cc2)C1 (stereo unspecified) | 99 | -0.3
NC(=O)COc1ccc(S(=O)(=O)c2ccc(OCC(N)=O)cc2)cc1 | 100 | 0
CCOC(=O)c1cc2c(=O)n3ccccc3nc2n(CC2CCCO2)c1=NC(=O)c1ccccc1OCC (stereo unspecified) | 105 | 0.1
FC(F)(F)c1cccc(CN2CCNCC2)c1 | 104 | 0.3
CCn1c(=O)oc2cc(Br)ccc21 | 100 | -0.5
CC(C)(C)c1ccc(/C=C/C(=O)Nc2cccnc2)cc1 | 99 | -0.5
O=S(=O)(c1ccccc1)N1N=C(c2cccs2)CC1c1ccccc1O (stereo unspecified) | 92 | -1.2
COc1ccc2c(=S)c(-c3cc4ccccc4o3)c(C)oc2c1 | 101 | 0
COc1ccc(C(=O)/C=C/c2cn(CC(O)CN3CCc4ccccc43)c3ccccc23)cc1OC (stereo unspecified) | 103 | -0.6
CCOC(=O)c1ccccc1NC(=O)n1ncc2cc(Cl)ccc21 | 110 | 0.5
COc1ccc2c(c1)CCc1c(C(=O)Nc3cc(OC)c(Cl)cc3OC)noc1-2 | 100 | -1.1
CCCN(CCC)S(=O)(=O)c1ccc(Br)cc1 | 102 | 0
CN1c2ccccc2N(C)C1c1ccccc1 | 102 | 0.2
COc1ccc(-c2nnc3c4ccccc4c(C)nn23)cc1S(=O)(=O)N(C)CCO | 99 | -0.4
CC1NCc2c(sc3c2CCCC3)-n2cccc21 (stereo unspecified) | 101 | -0.3
CCOc1ccc(NC(=O)c2cnn3c2NC(C)=C(C(=O)Nc2ccc(Cl)cc2)C3c2ccc(OC)c(OC)c2)cc1 (stereo unspecified) | 107 | 0.3
COC(=O)[C@H](C)NC(=O)C(c1ccccc1)c1ccccc1 | 96 | -0.5
Cc1noc2ncc(C(=O)c3ccccc3O)cc12 | 98 | -0.4
CC(Nc1ccc2c(c1)OCCO2)C(=O)N1c2ccccc2CC1C (stereo unspecified) | 106 | 0.4
CC(=O)Nc1nc(C)c(Oc2ccccc2)c(OC(=O)N(C)C)n1 | 106 | 0.6
CCOc1cccc2c1OC1(C)C(C(=O)Nc3ccc(OC)cc3)C2NC(=S)N1CCOC (stereo unspecified) | 102 | 0.1
CCOC1CS(=O)(=O)CC1OCC (stereo unspecified) | 101 | 0.3
COC(=O)c1ccc([C@H]2Nc3ccc(S(=O)(=O)Nc4cccc(C)c4)cc3[C@H]3C=CC[C@H]32)cc1 | 115 | 0.7

# Exported field by field: part of the list above.
mol: CC1NCc2c(sc3c2CCCC3)-n2cccc21 (stereo unspecified)
  PV pol inh: 101 | PV pol inh FP z-score: -0.3

mol: CCOc1ccc(NC(=O)c2cnn3c2NC(C)=C(C(=O)Nc2ccc(Cl)cc2)C3c2ccc(OC)c(OC)c2)cc1 (stereo unspecified)
  PV pol inh: 107 | PV pol inh FP z-score: 0.3

mol: COC(=O)[C@H](C)NC(=O)C(c1ccccc1)c1ccccc1
  PV pol inh: 96 | PV pol inh FP z-score: -0.5

# Seven entries drawn at random from the list so far:
SMILES | PV pol inh | PV pol inh FP z-score
CC1NCc2c(sc3c2CCCC3)-n2cccc21 (stereo unspecified) | 101 | -0.3
COC(=O)c1ccc([C@H]2Nc3ccc(S(=O)(=O)Nc4cccc(C)c4)cc3[C@H]3C=CC[C@H]32)cc1 | 115 | 0.7
CCOc1cccc2c1OC1(C)C(C(=O)Nc3ccc(OC)cc3)C2NC(=S)N1CCOC (stereo unspecified) | 102 | 0.1
CC(=O)Nc1nc(C)c(Oc2ccccc2)c(OC(=O)N(C)C)n1 | 106 | 0.6
COC(=O)[C@H](C)NC(=O)C(c1ccccc1)c1ccccc1 | 96 | -0.5
CCOc1ccc(NC(=O)c2cnn3c2NC(C)=C(C(=O)Nc2ccc(Cl)cc2)C3c2ccc(OC)c(OC)c2)cc1 (stereo unspecified) | 107 | 0.3
Cc1noc2ncc(C(=O)c3ccccc3O)cc12 | 98 | -0.4

# Continuation.
SMILES | PV pol inh | PV pol inh FP z-score
Nc1nc(CSc2n[nH]c(-c3ccccc3)n2)nc(Nc2ccccc2)n1 | 104 | 0.5
CC(C)CN(CC(=O)N1c2ccccc2CC1C)CC(C)C (stereo unspecified) | 99 | -0.6
CCOc1cccc(C2c3[nH]c4ccccc4c3CCN2C(=O)c2ccccc2F)c1 (stereo unspecified) | 106 | -0.2
CC(C)CN1CN(Cc2ccco2)CNC1=S | 103 | 0.6
Cc1cccc(C)c1NC(=O)c1oc2c(c1C)-c1nn(Cc3ccccc3)cc1CC2 | 108 | 0.3
C=CCN(CC=C)CC(O)Cn1c2c(c3cc(C)ccc31)CCCC2 (stereo unspecified) | 101 | -0.2
COc1ccc(NC(=O)C2CCN(c3nc4ccccc4nc3C(F)(F)F)CC2)cc1 | 117 | 2
Cc1ccc(CNC(=O)c2cccn3c(=O)c4ccc(Cl)cc4nc23)o1 | 102 | 0.2
CC(=O)Nc1ccc(NC(=O)CCc2nc3cccnc3n2Cc2cccs2)cc1 | 105 | 0
CCOC(=O)c1ccc(NC(=O)CC(=O)Nc2ccc3nc4n(c(=O)c3c2)CCCCC4)cc1 | 109 | 0.6

# Source: PubChem BioAssay
